Keap1 Nrf2 FP = inhibitors of human Keap1-Nrf2 protein-protein interaction; AID 504523; Q14145; 0.15% of 340,000 active; Keap1 Kelch-Nrf2 peptide fluorescence polarization, 1536-well; inhibition, % at 9.4 µM; in the data active = inhibition above about 12%;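 also: human Keap1 Kelch domain with fluorescein labeled Nrf2 9mer peptide probe; 0% = neutral control wells and 100% = peptide positive control; higher means more block of Keap1 binding to Nrf2 peptide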
Target sequence (Q14145 whole entry, looked up, the tested form may be a part): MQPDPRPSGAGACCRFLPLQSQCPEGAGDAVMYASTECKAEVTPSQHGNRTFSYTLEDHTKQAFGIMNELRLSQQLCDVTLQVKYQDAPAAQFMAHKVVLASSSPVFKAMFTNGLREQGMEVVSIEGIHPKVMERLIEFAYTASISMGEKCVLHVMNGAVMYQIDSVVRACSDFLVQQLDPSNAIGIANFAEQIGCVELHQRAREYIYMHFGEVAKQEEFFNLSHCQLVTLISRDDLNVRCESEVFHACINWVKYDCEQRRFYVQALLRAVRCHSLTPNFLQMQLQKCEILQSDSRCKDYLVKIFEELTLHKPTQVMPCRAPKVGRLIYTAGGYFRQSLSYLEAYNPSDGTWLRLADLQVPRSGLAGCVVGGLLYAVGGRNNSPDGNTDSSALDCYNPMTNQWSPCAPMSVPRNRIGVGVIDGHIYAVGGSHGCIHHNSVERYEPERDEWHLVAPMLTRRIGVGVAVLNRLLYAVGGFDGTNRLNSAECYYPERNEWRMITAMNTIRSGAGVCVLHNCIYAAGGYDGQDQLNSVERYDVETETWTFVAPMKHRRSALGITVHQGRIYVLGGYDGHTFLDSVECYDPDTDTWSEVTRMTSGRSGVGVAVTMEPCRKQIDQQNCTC
PKA-R2B activ = activators of human PKA-R2B complex | PKA-R2B holoenzyme dissociation, Cy5-IP20 fluorescence polarization; R2B truncated from residue 108, S112A mutant; 0% DMSO only, 100% 113 µM cGMP | activation, % at 11.4 µM | 0.079% of 340,000 active;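 active = activation above a cutoff set at the mean over all compounds plus 3 SD, cut at about 18% in these data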;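 also: higher means more holoenzyme dissociation and a rise in polarization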
Rtt109 HAT inh = C. albicans Rtt109 histone acetyltransferase inhibition; purified Rtt109/Vps75, ThioGlo CoA-SH fluorescence, 4 h; inhibition, % at 34.9 µM; 0.16% of 330,000 active; AID 540336;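 active = inhibition of at least 50% in every replicate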
Target sequence (Q5AAJ8 whole entry, looked up): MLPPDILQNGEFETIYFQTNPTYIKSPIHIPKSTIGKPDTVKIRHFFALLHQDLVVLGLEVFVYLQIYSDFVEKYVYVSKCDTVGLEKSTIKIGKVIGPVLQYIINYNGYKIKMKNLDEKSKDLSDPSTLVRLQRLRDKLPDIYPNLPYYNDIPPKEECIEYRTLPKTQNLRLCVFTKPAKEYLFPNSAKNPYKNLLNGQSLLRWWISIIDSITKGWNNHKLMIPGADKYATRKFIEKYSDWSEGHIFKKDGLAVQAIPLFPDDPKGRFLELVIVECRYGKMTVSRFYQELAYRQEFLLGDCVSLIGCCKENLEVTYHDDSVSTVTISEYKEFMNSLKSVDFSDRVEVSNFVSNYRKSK
CAL PDZ FP-1 = CAL PDZ (human) peptide binding inhibition | 0.92% of 300,000 active | AID 602252 | purified CAL PDZ, TMR-peptide fluorescence polarization, 1 h | inhibition, % at 24.9 µM | Q9HD26;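 active = mean inhibition of at least 30% with at least half of replicates also reaching 30%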;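 also: 0% = DMSO neutral control and 100% = excess unlabeled competitor peptide PRC23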
CAL PDZ FP-2 = human CAL PDZ-peptide interaction inhibition. Q9HD26. 0.02% of 330,000 active. AID 504414. inhibition, % at 20 µM. purified CAL PDZ, TMR-peptide fluorescence polarization, 1 h;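 active = highest replicate inhibition of at least 40%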;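 also: plate controls were DMSO neutral control wells for no effect and unlabeled competitor peptide control wells for full effect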
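Read-out basis: mP drop reported as inhibition | Assay system: Tagged CAL PDZ protein CerCALP, purified | Benchmarks: Unlabelled peptide for full inhibition, DMSO wells as neutral | Schedule: 1 h incubation at room temperature before polarization reading | Buffer or medium: Sodium phosphate/NaCl buffer pH 7.4 with TCEP, IgG, Thesit | Doses: Single point, 20 µM | Measured by: Fluorescence polarization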
DAGLB inh = diacylglycerol lipase beta (human) inhibition. Q8NCG7. HEK293T DAGLB membrane lysate, EnzChek fluorogenic substrate. inhibition, % at 5.17 µM. 0.059% of 340,000 active. AID 504411; in the data active = inhibition above about 34%;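 also: 0% = enzyme with vehicle and 100% = wells lacking enzyme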
cardiac RTF act = increases calcium sensitivity of human cardiac regulated thin filaments; AID 493008; IANBD-labeled TnC RTF fluorescence at EC20 calcium; 0% EC20 calcium, 100% full calcium; 0.24% of 340,000 active; activation, % at 7.2 µM; P19429+P45379;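 active = activation above the mean over all tested compounds plus 3 SD, cut at about 30% in these data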;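 also: rise in fluorescence read as greater calcium sensitivity of cardiac thin filaments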
C-LANA FP = KSHV C-LANA DNA binding inhibition. MBP-C-LANA/FAM-LBS DNA binding, fluorescence polarization. inhibition, % at 9 µM. 0.078% of 340,000 active. AID 504423;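 active = highest replicate inhibition at or above 60% at 9 µM, even if other replicates fall short; inactive = all replicates below 60% inhibition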;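 also: 0% = neutral control wells and 100% = 4 µM acridine orange control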
Cardiac RTF inh = cardiac RTF calcium desensitization; 0.12% of 340,000 active; P19429+P45379; IANBD-labeled cardiac RTF, Ca2+ fluorescence; AID 493244; inhibition, % at 7.15 µM;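 active = inhibition above the mean inhibition of all tested compounds plus 3 SD, cut at about 17% in these data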;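 also: assay run at fixed EC70 calcium of 1.6 mM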
SR-BI DiI-HDL act = SR-BI HDL lipid transfer activation. CHO ldlA[mSR-BI] cells, DiI-HDL uptake fluorescence, 3 h; 100 = double the neutral-control signal. activation, % at 12.5 µM. 0.096% of 320,000 active. AID 504775;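 active = mean replicate activation of at least 60% and every replicate at or above 60%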;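 also: 0% = median plate neutral-control signal and 100% = twice that signal; values of inactives mirror those of a sister screen read the other way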
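Assay system: LDL receptor-deficient CHO ldlA cells overexpressing murine SR-BI / Medium: BSA-supplemented, HEPES-buffered Ham's F12, pH 7.4 / Probe or stimulus: DiI-labelled HDL at 10 µg/mL final / Timing: compound with DiI-HDL co-incubation, 3 h at 37 °C / Technique: bottom-read cell fluorescence after medium removal, ex 550/em 595 nm / Measure: HDL uptake via cellular fluorescence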
The depositor's hits bear a star; . = no result given.

Every second line gives: PKA-R2B activ, CAL PDZ FP-1, C-LANA FP, SR-BI DiI-HDL act, DAGLB inh, Keap1 Nrf2 FP, Rtt109 HAT inh, cardiac RTF act, Cardiac RTF inh, CAL PDZ FP-2
1: COc1cc2[nH]c(C(=O)NCC3CCCO3)cc2c(OC)c1OC (centres undefined)
  -9, 3, 0.5, -29, -2, -4, ., 6, -1, -0.1
2: O=C(COC(=O)/C=C/c1cccs1)Nc1ccc(F)cc1
  2, -2, 0.8, 17, -2, -5, 6, 1, -4, -1.5
3: Nc1cc(=O)[nH]c(SCC(=O)Nc2cccc(S(=O)(=O)N3CCCCCC3)c2)n1
  -2, 3, 0.1, 20, 0, -2, -1, -3, -3, -0.9
4: CC(=O)N1CCN(c2ccccc2NC(=O)c2ccc3ccccc3c2)CC1
  -3, -5, 0.5, ., -2, 1, 13, -2, 5, -3.4
5: COC(=O)[C@@]1(C)[C@H]2C(=O)N(C)C(=O)[C@H]2[C@H]2CN(C)C(=NC3CCCCC3)N21
  -1, 8, -0.2, 13, 1, -6, 0, 0, -3, 2.5
6: CCCCCCCC(=O)OCC(O)CO (centres undefined)
  3, -1, 0.7, 16, 0, -4, -4, 4, 2, -0.8
7: Nc1c(C(=O)NC2CCCCC2)nsc1C(=O)OCC(=O)NC1CCCCC1
  -1, -3, 0.1, -27, 3, -1, -7, 10, 7, .
8: O=C(NCc1ccccn1)Nc1cccc(Cl)c1
  9, -5, 0.1, 22, 4, 0, -1, 0, 3, -0.4
9: O=C(Nc1cccc(C(F)(F)F)c1)C(SCCO)c1ccccc1 (centres undefined)
  -4, -1, -2.5, -4, 4, 2, -6, -11, -16, -3.4
10: O=C(C=C(C(=O)c1ccccc1)c1ccccc1)c1ccccc1
  -2, 7, 2.2, 12, -8, -2, -5, 0, 1, -0.3
11: O=C(O)c1[nH]c2ccc(Cl)cc2c1CCN1C(=O)c2ccccc2C1=O
  -7, 19, -1.2, ., 14, -5, 2, -7, 1, -1.2
12: O=C(NC1CC1)C1=C[C@H](c2ccc3c(c2)OCO3)C[C@H](OCc2ccc(CO)cc2)O1
  -18, -1, -1.9, 1, -2, -8, -6, 0, 5, 0.3
13: Cc1ccc(C)c(NC(=O)c2nnn(Cc3ccccc3C)c2N)c1
  -1, -2, 0.6, -21, 0, 1, -7, -2, -5, -1.3
14: COc1cnc(SCCC(F)=C(F)F)[nH]c1=O
  1, 5, 2.9, 25, 1, -4, -27, 1, -4, -1.0
15: O=C(COc1cccc(F)c1)N1c2ccccc2Sc2ccccc21
  -4, -2, -1.1, 2, -2, -18, -4, -5, -13, -1.6
16: COC(=O)c1ccc2[nH]c(C(C)(C)O)c(C)c2c1
  -10, -3, 3.0, -20, 0, -1, 0, 5, -1, -0.7
17: CSc1cc(-c2ccccc2)n(Cc2ccc(Cl)cc2Cl)c(=O)c1C#N
  3, 2, -0.5, -3, -2, 2, 12, -2, -7, -1.5
18: COc1ccccc1C1CCN(Cc2ccccc2Cl)CC1
  5, 3, 0.9, -1, -10, 1, -5, -1, -16, .
19: O=C(CN1CCN(C(=O)c2cncn2-c2ccc(F)cc2)CC1)Nc1ccccc1C(F)(F)F
  -11, 2, 1.2, -7, -1, -4, -4, 3, -10, 0.7
20: Fc1ccc(-c2csc(-c3ccccn3)n2)cc1F
  15, -1, 2.0, -4, -8, -2, -6, 1, -4, -3.8
21: O=S(=O)(c1ccc(F)cc1)N1CCN(Cc2cc3c(cc2Br)OCCO3)CC1
  -4, -1, 3.7, 10, -9, -6, -5, -4, -6, 0.1
22: O=C(CSc1nc(-c2ccccc2)cs1)NCCN1C(=O)CSC1=O
  6, -2, 0.5, -40, 0, 4, -3, -4, -2, -1.6
23: CN(c1ccc(OCC(=O)NC2=NCCS2)cc1)S(=O)(=O)c1ccc(F)cc1
  -1, 81*, 1.6, ., 0, -4, 3, 1, 4, .
24: COC(=O)c1c(-c2ccc(OC)cc2)oc2ccc(-c3cc(OC)c(OC)c(OC)c3)cc12
  0, 0, -1.7, -52, 3, -2, 0, 4, 2, -1.2
25: O=C(CSc1ncccn1)Nc1cc(Cl)ccc1[N+](=O)[O-]
  -2, -2, -1.3, 8, 2, 3, -2, 4, 1, -3.5
26: C=CCNC(=O)CSc1nc2cc(C(=O)OCC)ccc2n1CC
  7, 1, 1.6, -25, 0, -3, -5, -3, -10, -1.0
27: N#Cc1ccccc1S(=O)(=O)N1CCN(c2ccc(S(=O)(=O)N3CCOCC3)cn2)CC1
  2, -2, 1.0, -3, -3, -4, -10, -2, -8, -0.4
28: O=C1NCCCCC1NS(=O)(=O)c1cccc(C(F)(F)F)c1 (centres undefined)
  10, -3, -0.1, ., 3, -3, -6, 23, 1, 1.3
29: Cc1csc(NC(=O)c2ccc(N3CCCC3=O)cc2)n1
  -4, 2, -0.2, -41, 2, -6, 3, -1, -2, 3.3
30: CCN(CC)S(=O)(=O)c1cccc(NC(=O)CN2C(=O)NC3(CCC(C)CC3)C2=O)c1 (centres undefined)
  -1, -3, -0.3, 11, 1, -6, 0, -6, -14, -2.4
31: CC(OC(=O)C1=COCCO1)C(=O)Nc1ccc(Cl)cn1 (centres undefined)
  6, ., 2.0, 4, 4, -1, -2, 1, -14, -1.4
32: O=c1oc2ccccc2c2c1nnn2CCO
  -4, -2, -1.4, 11, 0, 3, 0, -2, -4, 0.9
33: COc1ccc2oc(=O)cc(CN3CCN(Cc4ccc(OC)c(OC)c4OC)CC3)c2c1
  0, -3, -1.1, -34, 1, 2, -3, -3, -2, -0.6
34: C=CCn1c(SCc2nc3cc(C(F)(F)F)ccc3c(=O)[nH]2)nc2sc(CC)cc2c1=O
  0, -1, -0.1, 14, -2, -8, 3, -2, -14, -1.1
35: CN(C)c1ccc(/C=N/NC(=S)NCc2ccco2)cc1
  0, -2, 0.6, 21, 2, -5, -3, -2, 7, -0.3
36: C=CCn1c(SCc2nc3sc(C(=O)O)c(C)c3c(=O)[nH]2)nnc1-c1ccc(C(C)(C)C)cc1
  -7, -9, 3.1, 36, 3, -3, 7, 0, -10, -1.8
37: Cc1cccc(NC(=O)Nc2c(C)[nH]c(=O)[nH]c2=O)c1C
  5, 3, 0.8, 30, -1, 0, 0, 3, 0, -1.4
38: O=C(Nc1ccc(Cl)cc1)Nc1ccc(Br)cn1
  0, 3, 0.6, -12, -1, -3, 4, -4, -9, -0.3
39: O=C(Nc1cccc(F)c1)Nc1ccc2c(c1)OCO2
  2, -3, 1.4, 6, -1, -4, 11, -1, 1, -1.7
40: N=C1C(c2ccccc2)=C(O)CN1c1cccc(S(N)(=O)=O)c1
  -1, -7, 1.2, -1, 0, -1, ., -7, 8, -3.1
41: O=C(Nc1ccccc1)c1cccc(N2C(=O)C3C4C=CC(C4)C3C2=O)c1 (centres undefined)
  1, 13, -0.6, -2, -1, -3, 1, 2, -7, -0.8
42: CCOC(=O)N1CCN(S(=O)(=O)c2ccc(OCC)c(C)c2)CC1
  -16, -2, -1.1, 24, -7, -3, -2, -3, -3, 0.8
43: CCOc1cccc(CN2CCC(N3CCC(C(=O)NCC4CCCO4)CC3)CC2)c1 (centres undefined)
  6, -2, -0.3, 22, 2, -4, 6, -3, -2, 0.1
44: O=[N+]([O-])c1cc2c(cc1CN1CCN(c3ccccc3)CC1)OCO2
  1, -1, ., 4, -4, -7, 9, 5, 7, -0.1
45: O=C(/C=C/c1ccccc1Cl)NCc1ccco1
  3, 0, -2.1, 1, -2, 1, 7, -2, -3, -2.5

A second format for part of the listing above:
40: N=C1C(c2ccccc2)=C(O)CN1c1cccc(S(N)(=O)=O)c1
41: O=C(Nc1ccccc1)c1cccc(N2C(=O)C3C4C=CC(C4)C3C2=O)c1 (centres undefined)
assay / entry | 40 | 41
PKA-R2B activ | -1 | 1
CAL PDZ FP-1 | -7 | 13
C-LANA FP | 1.2 | -0.6
SR-BI DiI-HDL act | -1 | -2
DAGLB inh | 0 | -1
Keap1 Nrf2 FP | -1 | -3
Rtt109 HAT inh | . | 1
cardiac RTF act | -7 | 2
Cardiac RTF inh | 8 | -7
CAL PDZ FP-2 | -3.1 | -0.8

Gathered by group, those above containing fluorine.
Every second line gives: PKA-R2B activ, CAL PDZ FP-1, C-LANA FP, SR-BI DiI-HDL act, DAGLB inh, Keap1 Nrf2 FP, Rtt109 HAT inh, cardiac RTF act, Cardiac RTF inh, CAL PDZ FP-2
2: O=C(COC(=O)/C=C/c1cccs1)Nc1ccc(F)cc1
  2, -2, 0.8, 17, -2, -5, 6, 1, -4, -1.5
9: O=C(Nc1cccc(C(F)(F)F)c1)C(SCCO)c1ccccc1 (centres undefined)
  -4, -1, -2.5, -4, 4, 2, -6, -11, -16, -3.4
14: COc1cnc(SCCC(F)=C(F)F)[nH]c1=O
  1, 5, 2.9, 25, 1, -4, -27, 1, -4, -1.0
15: O=C(COc1cccc(F)c1)N1c2ccccc2Sc2ccccc21
  -4, -2, -1.1, 2, -2, -18, -4, -5, -13, -1.6
19: O=C(CN1CCN(C(=O)c2cncn2-c2ccc(F)cc2)CC1)Nc1ccccc1C(F)(F)F
  -11, 2, 1.2, -7, -1, -4, -4, 3, -10, 0.7
20: Fc1ccc(-c2csc(-c3ccccn3)n2)cc1F
  15, -1, 2.0, -4, -8, -2, -6, 1, -4, -3.8
21: O=S(=O)(c1ccc(F)cc1)N1CCN(Cc2cc3c(cc2Br)OCCO3)CC1
  -4, -1, 3.7, 10, -9, -6, -5, -4, -6, 0.1
23: CN(c1ccc(OCC(=O)NC2=NCCS2)cc1)S(=O)(=O)c1ccc(F)cc1
  -1, 81*, 1.6, ., 0, -4, 3, 1, 4, .
28: O=C1NCCCCC1NS(=O)(=O)c1cccc(C(F)(F)F)c1 (centres undefined)
  10, -3, -0.1, ., 3, -3, -6, 23, 1, 1.3
34: C=CCn1c(SCc2nc3cc(C(F)(F)F)ccc3c(=O)[nH]2)nc2sc(CC)cc2c1=O
  0, -1, -0.1, 14, -2, -8, 3, -2, -14, -1.1
39: O=C(Nc1cccc(F)c1)Nc1ccc2c(c1)OCO2
  2, -3, 1.4, 6, -1, -4, 11, -1, 1, -1.7
